Source: PubChem BioAssay
STAT1 inh: inhibitors of IFN-gamma induced STAT1 signaling. inhibition, % at 5.5 µM. NIH 3T3 STAT1-luciferase reporter, luminescence. AID 920. hit rate 0.35% among 200,000;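 active means inhibition above a set limit, the mean inhibition across all tested compounds plus 3 SD, cut at about 34% in these data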;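 further: 0% = IFN-gamma with DMSO and 100% = IFN-gamma with 300 µM nifuroxazide; values of inactives mirror those of a sister screen read the other way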
TLR4-MyD88 BLA: TLR4-MyD88 interaction inhibition in cells; AID 861; O00206+Q99836; inhibition, % at 8.4 µM; hit rate 0.18% among 200,000; HeLa CL3-4 TLR4/MyD88 BLA complementation, FRET ratio; in the data active means inhibition above about 25%;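 further: 0% = vehicle and 100% = reference inhibitor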
Target sequence (O00206 whole entry, looked up): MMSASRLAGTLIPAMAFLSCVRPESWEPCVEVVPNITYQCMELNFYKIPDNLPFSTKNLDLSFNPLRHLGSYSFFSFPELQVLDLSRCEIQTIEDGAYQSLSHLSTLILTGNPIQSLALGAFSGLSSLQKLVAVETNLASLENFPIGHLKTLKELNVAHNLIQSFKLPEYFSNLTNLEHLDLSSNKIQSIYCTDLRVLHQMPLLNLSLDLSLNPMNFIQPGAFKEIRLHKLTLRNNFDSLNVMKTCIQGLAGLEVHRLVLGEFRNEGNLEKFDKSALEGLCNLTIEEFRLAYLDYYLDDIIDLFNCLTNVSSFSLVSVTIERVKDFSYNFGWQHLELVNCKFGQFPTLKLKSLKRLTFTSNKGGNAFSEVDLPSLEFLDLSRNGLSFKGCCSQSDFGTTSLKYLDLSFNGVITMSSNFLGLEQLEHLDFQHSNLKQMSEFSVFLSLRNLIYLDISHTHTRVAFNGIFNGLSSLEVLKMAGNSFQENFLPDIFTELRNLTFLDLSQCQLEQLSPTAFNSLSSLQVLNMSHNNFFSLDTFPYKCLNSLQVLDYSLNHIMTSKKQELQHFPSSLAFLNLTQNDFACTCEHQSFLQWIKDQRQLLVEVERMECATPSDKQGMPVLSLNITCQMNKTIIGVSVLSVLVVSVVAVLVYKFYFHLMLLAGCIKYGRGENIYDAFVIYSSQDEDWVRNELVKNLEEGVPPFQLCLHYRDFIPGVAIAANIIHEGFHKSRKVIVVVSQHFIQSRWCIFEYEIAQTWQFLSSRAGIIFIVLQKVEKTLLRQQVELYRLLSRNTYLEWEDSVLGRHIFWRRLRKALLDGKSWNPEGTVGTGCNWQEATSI
Target sequence (Q99836 whole entry, looked up): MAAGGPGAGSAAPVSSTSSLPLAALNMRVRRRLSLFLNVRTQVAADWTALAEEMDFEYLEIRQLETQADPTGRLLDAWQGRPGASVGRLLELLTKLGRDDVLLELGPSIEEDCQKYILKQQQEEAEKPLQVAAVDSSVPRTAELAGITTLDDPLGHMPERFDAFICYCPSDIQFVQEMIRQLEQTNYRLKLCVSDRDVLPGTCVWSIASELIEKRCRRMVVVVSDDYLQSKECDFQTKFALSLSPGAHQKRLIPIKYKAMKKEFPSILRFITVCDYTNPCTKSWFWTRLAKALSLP
Diaph act CS: counter-screen for diaphorase-based assays: diaphorase activators and chemical reducers | Diaphorase/resazurin coupled assay, resorufin fluorescence, 16 min; hits give high values; 1 = vehicle wells, 0 = NADH-free wells | activation factor at 20 µM | hit rate 0.005% among 190,000 | AID 1229;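 active means diaphorase activity raised at least twofold by the compound at 20 µM; inactive means activation factor below 2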
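Material: purified diaphorase enzyme from Clostridium kluyveri / Medium: HEPES pH 7.4 buffer with MgCl2 and Tween 20 / Schedule: enzyme reaction of 16 min at room temperature / Measured by: resorufin fluorescence, excitation 544 nm, emission 590 nm / Evaluation: rise in resorufin formation, marking diaphorase activation or chemical reduction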
APP 5UTR inh: APP translation inhibition; SH-SY5Y APP 5'UTR-luciferase reporter, luminescence; inhibition, % at 2 µM; hit rate 0.82% among 190,000; AID 1285;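 active means inhibition above a set limit, derived from the sample mean plus 3 SD, cut at about 45% in these data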; further: values of inactives mirror those of a sister screen read the other way
Diaph inh CS: counter-screen for diaphorase-based assays: diaphorase inhibitors and chemical oxidizers | diaphorase resazurin-to-resorufin fluorescence, NADH, 16 min; bacterial (C. kluyveri) enzyme, not human | inhibition, % at 20 µM | hit rate 0.69% among 190,000;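 active means primary screen inhibition at 20 µM above a set limit, cut at about 50% in these data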;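 further: plate controls were DMSO with full reaction for no effect and wells lacking NADH for full effect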
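controls = No-NADH positive control and DMSO neutral control | system = Clostridium kluyveri diaphorase enzyme | timing = reaction incubation of 16 min at room temperature | signal = resorufin fluorescence 544/590 nm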
STAT3 activator: increases IL-6 driven STAT3 reporter signal. hit rate 0.91% among 190,000. activation (% of control), % at 5.6 µM. U3A cells, IL-6 STAT3-luciferase reporter, luminescence; 100% = signal with IL-6 EC80 alone;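 active means activation above the screen-wide mean of compound activation plus 3 SD, cut at about 130% in these data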;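 further: 0% = background luminescence of wells with medium and substrate only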
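Test system: STAT3-luciferase reporter U3A cells; Detection: reporter luminescence signal; Times: 1 h compound pre-exposure, 6 h IL-6 stimulation, 37 °C; Benchmarks: IL-6-only high control; Also added: IL-6 stimulus at 33 ng/mL final.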
STAT1 activator: increases IFN-gamma driven STAT1 reporter signal; NIH 3T3 STAT1-luciferase reporter, luminescence; 100% = IFN-gamma alone, no compound; AID 932; activation (% of control), % at 5.5 µM; hit rate 2.6% among 200,000;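 active means activation above the screen-wide mean activation plus 3 SD, cut at about 130% in these data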;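 further: raw ratio to IFN-gamma control signal so 100% means no change and 0% no light; values of inactives mirror those of a sister screen read the other way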
G6PDH CS: inhibits Leuconostoc G6PDH, flagging false hits in G6PDH-based assays | Purified L. mesenteroides G6PDH, diaphorase/resazurin coupled fluorescence, 45 min | hit rate 0.12% among 200,000 | AID 1020 | inhibition, % at 5 µM; in the data active means inhibition above about 50%
Hsp70 activator: switches on Hsp70 transcription; hit rate 0.04% among 200,000; HeLa Hsp70 promoter luciferase reporter, luminescence; scaled: vehicle 0, proteasome-inhibitor control 100%; activation, % at 10 µM;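 active means activation above the mean across all tested compounds plus 3 SD, cutoff set per campaign, cut at about 5.5% in these data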;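 further: 100% = MG132 at 30 µM as the positive control and 0% = DMSO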
STAT3 inh: reduces IL-6 driven STAT3 reporter signal; U3A cells, IL-6 STAT3-luciferase reporter, luminescence; host cell line lacks STAT1; inhibition, % at 5.5 µM; hit rate 0.89% among 190,000; AID 862;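 active means inhibition above the mean inhibition across all screened compounds plus 3 SD, cut at about 44% in these data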;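 further: 0% = DMSO only wells and 100% = 100 µM nifuroxazide control wells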
* = called active by the depositor; / = no result given.

SMILES	STAT1 inh	TLR4-MyD88 BLA	Diaph act CS	APP 5UTR inh	Diaph inh CS	STAT3 activator	STAT1 activator	G6PDH CS	Hsp70 activator	STAT3 inh
S=c1nc(-c2ccccc2)n(Cc2ccco2)c2c1CCCC2	-1.9	-9.4	0.7	-12.3	29.7	95.5	101.8	4.3	-0.1	6.0
CCOC(=O)c1c(NC(=O)c2ccoc2C)sc(C)c1C	7.4	3.1	0.8	6.7	22.4	79.0	93.2	-3.6	-0.2	25.2
COc1ccc([N+](=O)[O-])cc1NC(=O)C(C)OC(=O)c1ccccc1C(=O)c1ccc(Cl)cc1 (centres undefined)	8.9	0.7	0.8	8.6	19.6	96.3	92.0	-16.0	-0.3	5.2
CC(C)c1ccc(NC(=O)C(c2ccccc2)N2CCOCC2)cc1 (centres undefined)	/	/	0.8	-5.7	16.6	/	/	4.8	/	/
CC1CCN(c2ncccc2C(=O)O)CC1	8.8	17.0	0.8	14.3	20.3	99.6	92.0	1.4	-0.1	4.7
COc1ccc(Cc2nnc(SCc3c(C)noc3C)n2C2CCCCC2)cc1OC	-5.6	6.1	0.8	-7.3	15.6	108.0	105.1	4.4	-0.2	-2.0
CS(=O)(=O)N1CCN(c2ccccc2NC(=O)Cc2ccc(Cl)cc2)CC1	1.9	3.0	0.8	-7.3	17.4	103.4	98.2	-8.5	-0.3	2.1
CCS(=O)(=O)c1ccc(O)c(NC(=O)/C=C/c2ccccc2)c1	-19.2	-13.7	1	-21.0	4.3	103.5	116.3	18.5	-0.2	-2.3
Fc1ccc(CSc2ccc(-c3cccs3)nn2)cc1	-16.0	-9.2	0.9	-77.2	7.8	99.9	114.6	22.4	-0.2	-1.4
CCn1cc(C(=O)OC)c(=O)c2ccc(C)nc21	-4.9	-0.4	0.9	5.2	9.0	95.8	103.4	2.2	-0.2	6.6
NC1=NC(=O)C2(COC(c3cccnc3)OC2)S1 (centres undefined)	-9.2	-2.0	0.9	23.9	12.3	102.3	108.2	1.5	-0.2	5.0
CCCCN(CC)Cc1ccc(CNC(=S)Nc2ccc(C)cc2Cl)o1	9.2	15.6	1	14.1	4.7	95.6	91.9	2.5	0.0	11.0
COC(=O)C(N)Cc1ccc(O)c(O)c1 (centres undefined)	-1.6	3.1	0.6	-3.0	42.9	89.8	101.4	40.8	-0.2	16.3
O=C(CSc1nnc(SCc2ccc(Cl)cc2)s1)N1CCOCC1	-2.8	7.9	0.9	14.2	10.1	101.4	101.0	17.8	-0.5	2.7
O=C(NCC(=O)N(CCN1CCOCC1)C(C(=O)NC1CCCC1)c1cccnc1)c1cccs1 (centres undefined)	11.2	-4.8	1	-16.0	4.0	85.9	89.8	4.2	-0.5	19.6
Cc1cccc(/N=C/c2c(O)n(Cc3ccc4c(c3)OCO4)c(=O)c3ccccc23)n1	0.3	-20.5	1	-1.2	2.3	96.0	98.7	1.2	-0.1	6.4
CCCN(CCC)CC(O)COc1ccc2c(c1)OCO2 (centres undefined)	-10.7	-1.2	0.9	-0.8	6.4	102.0	108.0	8.7	0.1	1.4
O=C(CSc1nc2ccc(Cl)cc2[nH]1)NCc1ccco1	-1.3	8.1	0.7	-1.5	25.7	103.5	108.2	-0.8	-0.2	-1.0
Cc1ccc(S(=O)(=O)CC(=O)N2CCCC2)cc1	-2.3	-8.5	1	-17.8	-1.2	97.5	104.8	10.2	-0.3	5.1
O=C(N/N=C/c1cccnc1)C12CC3CC(CC(C3)C1)C2	-12.6	-0.4	0.9	19.4	9.2	107.3	111.3	0.9	-0.1	-4.8
Cc1ccc(C(=O)NCC(=O)OCC(=O)c2c(N)n(C)c(=O)n(C)c2=O)s1	4.6	11.8	0.9	5.6	7.3	89.3	95.8	5.9	0.4	17.2
COc1ccc(OC)c(C(=O)Cn2nnc3ccccc3c2=O)c1	3.3	3.4	1	-9.3	1.9	89.9	97.0	9.3	-0.1	16.6
O=C1C2CC=C(Cl)CC2C(=O)N1CCCCCCN1C(=O)C2CC=C(Cl)CC2C1=O (centres undefined)	2.0	6.5	0.8	6.2	18.8	102.5	103.4	1.0	-0.3	-1.8
COc1ccc(CCNC(=O)CN(c2ccc(OC)c(OC)c2)S(C)(=O)=O)cc1OC	3.5	-4.0	0.9	-15.6	9.7	102.0	94.3	-7.9	0.2	0.8
COc1cc(C)c(C(C)C)cc1S(=O)(=O)n1cnc(C)c1	4.3	8.1	0.8	-11.8	20.5	109.6	96.8	-1.5	0.9	-11.6
CC1CCN(C(=S)NC(=O)c2ccccc2)CC1	-6.2	-1.7	1	-19.9	2.3	97.3	105.7	9.8	0.1	3.4
CC(=O)N1Cc2cc(N)ccc2Oc2ccccc21	4.0	-1.5	1	3.4	1.7	94.9	95.7	-1.9	-0.3	8.6
O=C(CCn1c(=S)[nH]c2ccccc2c1=O)NCCc1ccccc1	3.7	-7.4	0.9	-6.7	13.6	90.8	95.6	-2.2	-0.3	12.7
O=C(CSc1nc(-c2ccccc2)cc(=O)[nH]1)N1CCc2ccccc21	2.6	8.4	0.8	12.2	16.3	107.4	97.6	-46.4	0.5	-5.0
COc1ccc(CCn2ccc(O)c(Cc3ccc(Cl)cc3)c2=O)cc1OC	5.7	6.9	0.9	-5.6	14.9	90.2	92.2	1.4	-0.4	16.4
Cc1occc1C(=O)Nc1nnc(-c2cccs2)s1	-63.2	-13.4	0.9	-113.9	7.9	111.8	157.2*	9.6	0.2	-8.3
C/C(CC(=O)Nc1ccc(Cl)cc1)=N\NC(=O)C(=O)NCCO	-2.5	-1.4	1	-6.5	0.6	86.0	102.2	-4.5	0.0	15.6
O=[N+]([O-])c1ccc(Cl)c2cccnc12	4.8	-1.7	1.2	-3.2	-19.0	102.2	94.0	6.0	-0.3	8.1
O=C(Nc1cccc(Br)c1)c1ccn[nH]1	-17.3	-8.4	1	-15.0	-3.8	102.1	115.9	5.8	0.0	0.9
CC(=O)N1CCN(C(=O)CCc2nc3ccccc3c(=O)[nH]2)CC1	1.3	-7.1	0.9	8.3	12.2	107.7	98.8	-5.2	0.0	-9.0
CCOc1c2ccc(C(=O)NCC34CC5CC(CC(C5)C3)C4)cc2nn1CC	-1.0	-6.9	0.9	-20.2	13.9	107.7	100.9	15.5	-0.1	-1.2
c1ccc2c(c1)oc1c(Nc3ccc(CN4CCOCC4)cc3)ncnc12	-63.2	0.3	1	-187.1	2.8	103.2	157.8*	4.3	-0.5	0.0
COC(=O)c1sccc1-n1cccc1C(=O)NCc1ccccc1	0.8	-4.2	0.9	-3.6	11.7	100.5	99.2	2.9	-0.1	5.5
CCCCN(C)S(=O)(=O)c1ccc(C(=O)Nc2nnc(CSC)o2)cc1	0.6	-10.8	0.9	-6.3	8.9	88.3	99.4	5.3	0.4	17.7
Cn1cc(/C=C(\C(=O)O)C(C(=O)O)=C2CCCCC2)c2ccccc21	-0.7	-9.8	0.9	-18.4	14.0	109.2	99.0	5.1	-0.1	0.9
COc1cc(C2c3c([nH]c(=O)[nH]c3=O)Nc3ccc4ccccc4c32)cc(OC)c1OC (centres undefined)	3.7	-13.0	0.5	-11.8	53.3*	104.1	95.2	7.1	-0.1	-3.0
O=C(NCCNc1ccc([N+](=O)[O-])cc1C(F)(F)F)c1ccccc1F	4.3	8.1	0.9	2.9	8.4	95.0	96.2	5.4	0.1	16.9
Cc1ccc(C(=O)c2c[nH]cc2-c2ccccc2)cc1	-1.6	3.5	1	-2.5	2.8	93.2	101.5	5.3	0.1	11.8
Brc1cccc(OCCCN2CCCCCC2)c1	1.5	-2.7	1	-3.4	3.0	94.0	97.4	2.8	-0.3	14.5
O=C(C1=NNC2C(=O)N(c3ccccc3)C(=O)C12)c1nc(Cl)ccc1Cl (centres undefined)	-2.4	-12.7	0.9	-18.4	12.9	104.5	104.5	6.4	-0.4	-8.3
O=C(COC(=O)Cn1nnc2ccccc21)Nc1ccccc1Br	-9.2	2.5	1	-16.7	1.9	108.3	108.3	15.8	-0.4	-10.1
c1cnc2ccc(C(c3nnnn3C3CCCC3)N3CCSCC3)cc2c1 (centres undefined)	0.3	2.4	0.9	-13.9	11.3	107.7	95.9	7.4	-0.6	-7.0
O=C(CSc1cccc(C(F)(F)F)c1)NC(=O)NCc1ccco1	6.4	-4.2	0.8	6.9	24.6	103.2	95.3	-3.1	0.1	0.5

Arranged by value in APP 5UTR inh (smallest number first): 3 from the list above
Compound | APP 5UTR inh
c1ccc2c(c1)oc1c(Nc3ccc(CN4CCOCC4)cc3)ncnc12 | -187.1
CCCCN(C)S(=O)(=O)c1ccc(C(=O)Nc2nnc(CSC)o2)cc1 | -6.3
Cc1ccc(C(=O)c2c[nH]cc2-c2ccccc2)cc1 | -2.5

(listing goes on)
SMILES	STAT1 inh	TLR4-MyD88 BLA	Diaph act CS	APP 5UTR inh	Diaph inh CS	STAT3 activator	STAT1 activator	G6PDH CS	Hsp70 activator	STAT3 inh
O=C(CN1CCOCC1)NCc1ccccc1	-0.9	9.7	0.9	7.7	8.5	97.5	100.9	2.1	-0.2	6.7
c1ccc(-c2nnc3sc(-c4csc5c4CCCC5)nn23)cc1	-3.6	-4.4	1	-2.1	3.2	106.9	103.4	-26.2	-0.2	-4.9
Cn1c(=O)c2c(nc(NCCCN3CCOCC3)n2Cc2ccc(Cl)cc2)n(C)c1=O	-2.9	-18.0	1	-0.3	4.7	107.2	102.6	14.4	-0.5	-0.8
O=C(/C=C/c1ccc(Cl)cc1Cl)Nc1cccc(S(=O)(=O)NC2=NCCC2)c1	21.8	8.0	0.9	-79.4	14.7	57.2	78.5	3.1	-0.5	52.4*
O=C(COC(=O)c1ccc(O)cc1)Nc1ncc(Cl)cc1Cl	-0.4	7.1	0.8	-11.3	20.3	99.3	100.9	-2.6	-0.3	3.1
CC1CN(CN2C(=O)c3ccccc3C2=O)CC(C)O1 (centres undefined)	-0.9	4.0	1	-0.5	-4.9	97.6	100.8	20.7	-0.1	8.7
Cc1nn2c3ccccc3n(CCN3CCCCC3)c2nc1=O	9.1	2.9	0.9	-5.9	6.0	116.2	92.0	3.6	0.1	-17.1
COC(=O)c1cc(OC)c(OCc2cc(C(=O)OC)oc2C)c(OC)c1	-18.0	-3.6	0.8	2.3	18.8	86.9	116.6	-22.4	-0.5	14.7
COc1ccc(C2=NN(C(=O)c3cccs3)C(c3ccccc3O)C2)cc1 (centres undefined)	3.9	2.4	0.9	-7.0	11.6	89.0	95.3	9.4	-0.2	14.8
CCCCOc1cccc(NC(=O)CSc2nncn2C)c1	-0.9	9.2	0.9	11.3	7.0	95.5	100.8	2.9	-0.2	4.6
